TSG101-PTAP inh – blocks PTAP/TSG101 interaction to inhibit HIV-1 budding | Q99816 | Fluorescence polarization, FITC-PTAP peptide / Tsg101 binding | Potency, µM (titrated, usually from 115 µM), inactives show at the top dose activity change, negative = inhibition, hits mostly inhibitors | 340,000 tested, under 10 active; active = well fitted inhibition curve with a large enough effect in the main read-out, with a control signal flat, not every such curve was filed as active; inconclusive = small, poorly fitted or top-dose-only effect, or effect the other way, or a change in a side signal; inactive = no such curve, though single readings can be large or run the other way; note: potency is the fitted concentration of half-maximal effect; % of control where 0% means no effect
Target sequence (Q99816 whole entry, looked up): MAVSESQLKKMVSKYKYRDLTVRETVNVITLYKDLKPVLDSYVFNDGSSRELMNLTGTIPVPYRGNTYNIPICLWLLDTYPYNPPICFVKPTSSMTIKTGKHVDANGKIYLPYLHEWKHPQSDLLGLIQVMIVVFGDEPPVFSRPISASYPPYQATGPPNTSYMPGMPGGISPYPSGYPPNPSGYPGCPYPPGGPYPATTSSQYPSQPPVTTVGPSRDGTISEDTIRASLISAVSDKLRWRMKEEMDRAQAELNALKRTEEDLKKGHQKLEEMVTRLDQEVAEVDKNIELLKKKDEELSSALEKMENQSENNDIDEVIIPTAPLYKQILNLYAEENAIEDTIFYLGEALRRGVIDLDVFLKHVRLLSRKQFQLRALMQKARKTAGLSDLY
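FP read-out: FITC-PTAP peptide, 50 nM final, binding Tsg101 binding domain, 10 uM final; 20 min, r.t.; 10 mM HEPES pH 7.5, 0.15 M NaCl, 0.01% Tween 20, 3 mM EDTA, 0.1 mM TCEP.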
Mito fusion act – mitochondrial division inhibition or fusion activation | S. cerevisiae fusion-defective mutant growth rescue, CellTiterGlo 48 h | Potency, µM (doses to about 46.1 µM), for inactives: at the top dose growth rescue (activation), actives largely listed as activators | hit rate 0.23% among 320,000;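 note: potency is the fitted concentration of half-maximal effect; % of control where 0% means no effect; nearly all actives have a fitted effect of over 45% in size; temperature-sensitive fusion mutants such as fzo1-1 at 37 °C on non-fermentable ethanol glycerol medium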
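Temperature-sensitive fusion-defective S. cerevisiae (e.g. fzo1-1, mgm1-5) were grown with compound in YPEG medium (3% ethanol, 3% glycerol) for 48 hours at 37C. Growth rescue was measured as viability by CellTiterGlo luminescence after 10 minutes at ambient.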
Eya2 inh – inhibitors of human Eya2 phosphatase activity. O00167. recombinant Eya2, OMFP fluorescence dephosphorylation (OMFP is methylfluorescein phosphate). Potency, µM (doses to about 76.9 µM), for inactives: at the top dose activity, negative = inhibition, most hits filed as inhibitors. hit rate 0.006% among 330,000; note: potency is the fitted concentration of half-maximal effect; % is set by controls: 0 for no effect and ±100 for the full control effect
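Eya2 (0.2 uM) preincubated 10 min at ambient with compound, then OMFP substrate added at 50 uM; 10 min reaction in 50 mM HEPES pH 7.5, 50 mM NaCl, 5 uM MgCl2, 0.05% BSA, 1 mM DTT. Fluorescence read at Ex 485/Em 525 nm.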
Tb PFK inh – inhibitors of T. brucei phosphofructokinase. T. brucei PFK, ADP-Glo luminescence. Potency, µM (doses to about 57.5 µM), inactives show at the highest dose activity, negative = inhibition, actives largely listed as inhibitors. hit rate 0.17% among 330,000. O15648;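 note: potency is the fitted concentration of half-maximal effect; 0% = uninhibited 1x PFK enzyme wells and -100% = no-enzyme wells; nearly all actives have a fitted effect of over 60% in size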
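Compounds were pin-transferred as a titration series up to 57 uM into substrate buffer (0.5 mM F6P, 0.1 mM ATP, pH 8.0), then 1.25 nM PFK was added and reactions ran 45 min before ADP-Glo detection.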
TSHR antag – blocks TSH signaling through the human TSH receptor; P16473; TSHR-expressing cells, TSH-stimulated cAMP HTRF, 2 h; stronger effect = lower value; activity change, negative = inhibition, % at 11.5 µM; hit rate 0.2% among 330,000; AID 504810;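 active = activity change below a set negative limit, meaning inhibition stronger than a set level, cut at about -70% in these data; inconclusive = activity change between two set negative limits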; note: % is set by controls: 0 for no effect and ±100 for the full control effect
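Competitive HTRF cAMP read-out (cryptate anti-cAMP antibody, cAMP-d2; 30 min, room temperature) in freshly harvested TSHR cells. Compounds added before TSH at EC80 (4nM final), followed by 2 hours' incubation at 37 deg C.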
Chronic BCR inh – chronic active BCR signaling inhibition; ABC-DLBCL IkBa-CBG/CBR reporter, luminescence ratio, 4 h; Potency, µM (titrated, usually from 46.1 µM), for inactives: at the highest dose ratio change, negative = lower green/red ratio, usual class: inhibitors; hit rate 0.05% among 340,000; active = well fitted inhibition curve with a large enough effect in the signal ratio, with a control signal flat, not every such curve was filed as active; inconclusive = small, poorly fitted or top-dose-only effect, or effect the other way, or a change in a side signal; the % refers to the signal ratio;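 note: potency is the fitted concentration of half-maximal effect; plate controls were basal doxycycline-induced cells for no effect and cells given 10 µM MG132 for full effect; MG132 reads +100%, hits lower the ratio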
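Cell line TMD8 (human ABC DLBCL), stably expressing tet-inducible CBG68-IkBa fusion and CBR; IMDM/0.5% FBS; cpd up to 46 uM; dox induction, 4 h, 37C/5% CO2; dual luminescence; green/red ratio; MG132 control.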
TCR act – T cell receptor activation. Potency, µM (highest dose often 9.22 µM), inactives show at the highest dose activation of IL-2 secretion, hits mostly activators. AID 504894. 330,000 tested, under 10 active. primary human leukocytes, anti-CD3, IL-2 HTRF, 48 h; note: % of control where 0% means no effect
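Readout: HTRF IL-2, Eu-cryptate/d2 antibody pair, 320nm excitation, 665nm emission. Stimulus: a-CD3 beads, no co-stimulation. Cells: primary human leukocytes. Exposure: 48 hr with compound.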
B2AR arrestin – beta2AR (human) beta-arrestin recruitment activity | hit rate 0.02% among 330,000 | beta-arrestin recruitment to beta2AR, cell-based reporter | P07550 | Potency, µM (top dose mostly 46.1 µM), for the others: top-dose activation, usual class: activators;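 note: potency is the fitted concentration of half-maximal effect; 0% = DMSO controls and full agonism = EC100 isoproterenol or metaproterenol; nearly all actives have a fitted effect of over 65% in size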
Target sequence (P07550 whole entry, looked up): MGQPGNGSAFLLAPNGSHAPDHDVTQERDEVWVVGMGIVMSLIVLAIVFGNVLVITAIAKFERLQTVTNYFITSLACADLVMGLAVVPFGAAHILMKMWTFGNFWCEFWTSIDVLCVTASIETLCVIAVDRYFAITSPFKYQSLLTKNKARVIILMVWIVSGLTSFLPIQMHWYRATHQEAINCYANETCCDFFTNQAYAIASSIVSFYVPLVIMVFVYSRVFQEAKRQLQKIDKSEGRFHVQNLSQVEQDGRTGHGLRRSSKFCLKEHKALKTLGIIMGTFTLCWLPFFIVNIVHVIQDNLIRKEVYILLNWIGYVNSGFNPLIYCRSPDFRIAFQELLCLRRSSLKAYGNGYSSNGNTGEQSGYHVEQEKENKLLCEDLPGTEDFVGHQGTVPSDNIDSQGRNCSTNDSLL
uPA generation – cell surface uPA generation inhibition | cell surface uPA generation assay, qHTS | hit rate 0.31% among 330,000 | AID 540303 | Potency, µM (titrated, usually from 38.3 µM), inactives show at the highest dose activity change, negative = inhibition, most hits filed as inhibitors; active = well fitted inhibition curve with a large enough effect; inconclusive = small, poorly fitted or top-dose-only effect; inactive = no such curve, though single readings can be large or run the other way; tested in mouse RAW 264.7 cells; note: potency is the fitted concentration of half-maximal effect; % is set by controls: 0 for no effect and ±100 for the full control effect; nearly all actives have a fitted effect of over 55% in size
ELG1 repair inh – ELG1-dependent DNA repair inhibition; HEK293T ELG1-luciferase reporter, luminescence, 16 h; DNA damage induced by 5-fluorouridine; Potency, µM (titrated, usually from 46.1 µM), inactives show top-dose activity change, negative = inhibition, actives largely listed as inhibitors; hit rate 2.3% among 330,000; AID 504467; note: potency is the fitted concentration of half-maximal effect; % is set by controls: 0 for no effect and ±100 for the full control effect; nearly all actives have a fitted effect of over 55% in size
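Cells (2,000 per well) received 5-fluorouridine plus test compound or DMSO and were incubated 16 hr at 37 °C, 5% CO2. Luciferase activity was read by luminescence 30 min after ONE-Glo addition; signal suppression marked inhibition of damage-induced ELG1 function.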
USP2a inh – blocks human ubiquitin-specific protease USP2a; USP2 core, Ub-CHOP2 coupled fluorogenic reporter, 485/531; Potency, µM (top dose mostly 38.3 µM), inactives show at the top dose activity change, negative = inhibition, most hits filed as inhibitors; hit rate 0.01% among 330,000; AID 463254;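 note: potency is the fitted concentration of half-maximal effect; plate controls were DMSO wells for no effect and full inhibition by NEM control for full effect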
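USP2 core (10nM final) preincubated 30min RT with compound in 20mM Tris-HCl pH 8.0, 2mM CaCl2, 2mM beta-mercaptoethanol, 0.05% CHAPS; 25nM Ub-CHOP2 plus 25nM reporter substrate added, fluorescence (Ex485/Em531) read after 60min.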
The depositor's hits bear a star; ? = inconclusive; . = no result given; [ ] = another dose, or the depositor's remark. Unless noted, calls come from the whole dose curve; as a rule, active = well fitted curve in the direction sought with a large enough effect; inconclusive = small, poorly fitted or top-dose-only effect, or another doubt; inactive = no such curve, though single readings can be large; an effect the other way counts as inactive or inconclusive. Outcome played no part in choosing rows (roughly 3% active in at least one column).

SMILES | TSG101-PTAP inh | Mito fusion act | Eya2 inh | Tb PFK inh | TSHR antag | Chronic BCR inh | TCR act | B2AR arrestin | uPA generation | ELG1 repair inh | USP2a inh
CCOc1ccc(NC(=O)C(C)NS(=O)(=O)c2ccc(NC(C)=O)cc2)cc1 (configuration not stated) | 1% | -1% | 3% | -5% | 10 | ? | 0% | 0.1% | -4% | -3% | 0%
Cc1ccnc(SCc2ccc([N+](=O)[O-])cc2)n1 | -3% | 5% | -9% | -20% | -10 | ? | 10% | 0.2% | 0% | 2% | 4%
C/C(CC(=O)Nc1cccnc1)=N\NC(=O)C(=O)Nc1cccc(C)c1 | -2% | -1% | 1% | 8% | 0 | ? | -1%[46.1 µM] | 0.5% | -1% | 14% | 2%
CCOc1ccc(/C=C2\SC(=S)N(CC(=O)NCCCN3CCOCC3)C2=O)cc1 | -1% | 5% | -12% | 2% | -7 | -4% | 1% | -0.7% | -2% | ? | 1%
O=C(CNS(=O)(=O)c1ccccc1)NCc1ccco1 | 1% | 2% | 3% | -1% | 10 | 6% | -2% | 0.0% | 2% | 14% | -2%
CS(=O)(=O)c1cccc(C(=O)Nc2ccc(-c3nc4ccccc4[nH]3)cc2)c1 | -1% | 11% | -3% | 14% | 9 | ? | -3% | -0.4% | -2% | 26% | 2%
CCCC(C(=O)Nc1ccc(S(=O)(=O)N2CCCC2)cc1)c1ccccc1 (configuration not stated) | -3% | 27% | 7% | 21% | -5 | -4% | -2% | -0.3% | -9% | ? | 4%
C=CCNC(=O)c1ccccc1NC(=O)C1COc2ccccc2O1 (configuration not stated) | -3% | 0% | -3% | 4% | -10 | 1% | -1% | -0.1% | -2% | ? | 4%
CC1=CC(C)(C)N2C(=O)C3(C(C#N)=C(N)OC4=C3C(=O)CC(C)(C)C4)c3cccc1c32 (configuration not stated) | . | 3% | 18%[15.4 µM] | 7% | -3 | 1% | . | -0.4% | . | 3% | 0%
CC(C)S(=O)(=O)C/C(N)=N/OS(=O)(=O)c1ccc(Cl)cc1 | -2% | 1% | -16% | -1% | 1 | 0% | -2% | 0.2% | -8% | 3% | -1%
CC(C)(C)NC(=S)N1CCC(C(=O)c2ccc(F)cc2)CC1 | -3% | 1% | -11% | 0% | -4 | 3% | 7% | 0.5% | 13% | -10% | -5%
COc1ccc(C2CCCN2C(=S)Nc2cccc(C)c2C)cc1OC (configuration not stated) | 4% | 1% | -3% | -2% | -4 | -8% | 1% | -0.1% | -9% | ? | -2%
COc1ccc2oc(C(=O)N3CCCc4ccccc43)c(C)c2c1 | 1% | ? | 13% | 6% | -17 | 4% | 4% | -0.4% | -2% | ? | 1%
Cc1cccc(S(=O)(=O)Nc2nc3ccccc3nc2Nc2cccc(C(=O)O)c2)c1 | -3% | 4% | -2% | 3% | -6 | 21% | -31% | 0.2% | -1% | -1% | 6%
CC(=O)c1c(C)n(-c2ccc(Br)cc2)c2ccc(O)cc12 | -3% | 1% | 2% | 3% | -3 | 0% | 1% | 0.3% | -5% | -15% | 1%
COc1cccc(C(=O)N2CCN(c3ncccn3)CC2)c1 | -5% | 0% | 12% | 20% | 48 | 8% | -1% | -0.5% | 2% | ? | 3%
CCN1C(=S)SC(=O)C1=C1C=C(C)N(Cc2ccco2)C(C)=C1 | 3% | 1% | ? | 5% | -4 | 4% | 1% | -0.6% | -8% | ? | -6%
Cc1cc(C(=O)N/N=C/C=C/c2ccccc2[N+](=O)[O-])c(C)o1 | -4% | -2% | -9% | 8% | -16 | ? | -3% | -0.8% | 9% | ? | 2%
Cc1ccc(-c2cccc(CN3CCN(C(C)C)C(CCO)C3)c2)o1 (configuration not stated) | -2% | -4% | -7% | -15% | 5 | ? | -4% | -0.7% | -5% | 9% | 2%
O=C(Oc1ccc(Br)cc1C(=S)N1CCOCC1)c1ccccc1 | -4% | -9% | -1% | 0% | -18 | 0% | 4% | 0.0% | 5% | 13% | 0%
O=C(NCCc1ccccc1)c1ccnc(/C=N/O)c1 | -4% | 2% | 5% | ? | 0 | ? | -2% | -0.2% | 7% | 22% | 2%
CCn1c(CC(=O)Nc2ccccc2F)nnc1SCC(=O)Nc1nncs1 | -2% | -1% | 0% | -1% | -10 | 1% | 4% | -0.3% | . | -5% | 3%
Cc1onc(-c2ccccc2)c1C(=O)OCC(=O)NCc1ccc(F)cc1 | 1% | -5% | 1% | -1% | 1 | ? | -100% | 0.4% | -3% | ? | 1%
CC(C)Cc1ccc(C(C)C(=O)Nc2ccc(O)cc2)cc1 (configuration not stated) | -8% | -1% | -10% | 0% | -30 | ? | 4% | -0.4% | ? | ? | 1%
CCOc1cc(/C=N/NC(=O)Cc2ccc(C(F)(F)F)cc2[N+](=O)[O-])ccc1O | -2% | -14% | -3% | -1% | -2 | -15% | 0%[46.1 µM] | -0.9% | 4% | 9% | 1%
Cc1onc(-c2ccccc2)c1C(=O)Nc1nc(-c2ccc(F)c(F)c2)cs1 | -7% | -7% | -6% | 20% | -19 | 4% | -6% | 0.5% | 9% | -26% | -7%
COc1cccc(CNC(=O)CCNS(=O)(=O)c2ccc(Br)s2)c1 | 0% | -1% | 0% | -6% | 15 | 3% | 3% | 0.1% | . | 1% | -1%
Cc1ccc(C(=O)Nc2ccncc2)cc1S(=O)(=O)N1CCOCC1 | 0% | 3% | 4% | -18% | 18 | 0% | -10% | 0.0% | -6% | ? | 1%
C=CCn1c(SCC(=O)Nc2cc(C)on2)nnc1-c1ccccc1OC | -8% | . | -18% | -2% | . | -7% | 3% | -0.3% | 18% | 0% | 4%
Cc1cccc(N=N/C(=C\O)C(=O)c2cccs2)c1 | 0% | -2% | 6% | -2% | 10 | 4% | 3% | 0.1% | 15% | 21µM* | -6%
COC(=O)N/N=C/C1=CCC2CC1C2(C)C (configuration not stated) | -1% | -2% | 4% | 0% | 2 | -2% | -9% | 0.4% | 4% | -3% | 4%
CN(Cc1nc(-c2ccccc2)no1)C(=O)c1ccc2c(c1)OCO2 | 1% | -10% | -5% | -1% | 4 | -5% | -2% | 0.4% | 2% | 0% | 1%
C[C@H]1CN=C(Nc2ccccc2)N1CCc1ccccc1 | . | -6% | 1% | 0% | 14 | -1% | -6% | 0.3% | -2% | 2% | 1%
COCCn1c(SCC(=O)NCCCN2CCCC2=O)nc2ccccc2c1=O | -1% | . | 3% | -2% | 4 | 1% | 1% | -0.7% | 2% | 12% | 2%
Cc1cccc(N2CCN(C(=O)Cn3nc(C)n4cccc4c3=O)CC2C)c1 (configuration not stated) | -3% | 4% | 6% | 0% | -11 | -25% | 5% | -0.8% | -1% | -15% | 0%
CCOC(=O)c1cn2nc(-c3ccc(OC)cc3)cc2nc1C1CCN(C(=O)OC(C)(C)C)CC1 | -9% | -3% | 5% | 0% | 2 | -1% | -2% | -0.6% | 10% | -10% | 1%
CC(=O)c1cc(CN2CCN(CC=C(C)C)C(CCO)C2)cs1 (configuration not stated) | -2% | 0% | -3% | 0% | 5 | -3% | 1% | -1.0% | -1% | 8% | 1%
C=C(C)Cc1c(C)c(C#N)c2nc3ccccc3n2c1N1CCCCC1 | -3% | 1% | 15% | -3% | -6 | ? | -2% | -1.0% | -2% | -9% | -1%
O=C(CSc1ccccn1)Nc1ccc2c(c1)CCC2 | -6% | 1% | -8% | 0% | -3 | ? | -3% | 0.1% | 3% | ? | 2%
CNc1cc(F)nc(F)n1 | -5% | -4% | -11% | -6% | 12 | 2% | 5% | 0.0% | 8% | 3% | 3%
CNC(=O)/C(C#N)=C1\SC(Cc2ccc(F)cc2)C(=O)N1c1ccccc1C (configuration not stated) | 1% | -1% | 9% | 5% | -6 | ? | 2% | -0.2% | -5% | -5% | 0%
CN(C)c1ccc(/C=N\NC(=S)SCN2C(=O)C3CCC(C)(C2=O)C3(C)C)cc1 (configuration not stated) | 0% | -2% | 4% | 9% | 15 | ? | -8%[46.1 µM] | 0.5% | -4% | ? | -1%
CC(N=C1NS(=O)(=O)c2ccccc21)C(=O)NCc1ccc(F)cc1 (configuration not stated) | -1% | . | 1% | 6% | 0 | 2% | -3% | -0.4% | 1% | -2% | 4%
